# SIRT5 block: sirtuin-5 (human) deacylase inhibition; Q9NXA8; Purified SirT5, succinyl-peptide AMC, trypsin-coupled fluorescence; inhibition, % at 15 µM; 1.1% of 330,000 active; in the data active = inhibition above about 15%; inconclusive = no clear call, values can overlap the other calls
# Target sequence (Q9NXA8 whole entry, looked up): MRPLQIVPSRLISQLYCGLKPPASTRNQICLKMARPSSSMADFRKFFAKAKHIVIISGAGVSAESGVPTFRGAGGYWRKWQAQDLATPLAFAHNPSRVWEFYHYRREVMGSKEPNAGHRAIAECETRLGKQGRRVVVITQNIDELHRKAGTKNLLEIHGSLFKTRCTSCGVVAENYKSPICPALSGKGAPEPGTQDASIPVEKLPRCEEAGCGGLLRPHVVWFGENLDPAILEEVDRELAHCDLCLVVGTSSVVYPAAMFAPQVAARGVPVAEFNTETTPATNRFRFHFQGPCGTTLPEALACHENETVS
# CFTR F508del cor: correctors of CFTR F508del function in bronchial epithelial cells; CFBE cells, YFP halide quenching; stimulated with forskolin plus potentiator P3; % fluorescence drop versus neutral controls; activity (quench increase), % at 7.58 µM; 0.36% of 350,000 active;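 active = mean added fluorescence quench of at least 8% versus neutral control, with both replicates also reaching 8%; inconclusive = only one of the mean or replicate conditions met; inactive = mean below 8% and not both replicates reaching 8%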;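 also: cells transiently co-express mutant CFTR-F508del with the halide-sensitive YFP; corrector assay measuring rescue of mutant channel to the surface after 24 h compound exposure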
# ERAP1 HTS inh: inhibitors of human ERAP1 aminopeptidase; recombinant ERAP1, Leu-AMC fluorescence, 60 min; Q9NZ08; inhibition, % at 10.7 µM; 0.15% of 340,000 active;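 active = mean replicate inhibition of at least 30%, or all replicates individually reaching that 30% level; inactive = mean below 30% and not every replicate reaching it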;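 also: 0% = neutral control wells and 100% = L-leucinethiol positive control wells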
# DENV2 CPE rescue: inhibitors of DENV2 cytopathic effect; CPE inhibition, % at 9.99 µM; 1.7% of 350,000 active; DENV2-infected cells, cytopathic effect rescue, plate reader; in the data active = CPE inhibition above about 20%, passing the limit was not always enough; inconclusive = no clear call, values can overlap the other calls; tested in BHK-21 cells;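 also: 0% = median of neutral control wells and 100% = median of positive control wells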
# ERp5 block: blocks human ERp5 reductase activity on insulin; Q15084; ERp5 insulin aggregation, absorbance 650 nm, 90 min; inhibition, % at 9.99 µM; 0.05% of 350,000 active;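 active = mean replicate inhibition above about 25%, with every replicate also reaching it, limit read from the data, passing the limit was not always enough; inconclusive = only one of those two criteria met; inactive = neither criterion met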
# Target sequence (Q15084 whole entry, looked up): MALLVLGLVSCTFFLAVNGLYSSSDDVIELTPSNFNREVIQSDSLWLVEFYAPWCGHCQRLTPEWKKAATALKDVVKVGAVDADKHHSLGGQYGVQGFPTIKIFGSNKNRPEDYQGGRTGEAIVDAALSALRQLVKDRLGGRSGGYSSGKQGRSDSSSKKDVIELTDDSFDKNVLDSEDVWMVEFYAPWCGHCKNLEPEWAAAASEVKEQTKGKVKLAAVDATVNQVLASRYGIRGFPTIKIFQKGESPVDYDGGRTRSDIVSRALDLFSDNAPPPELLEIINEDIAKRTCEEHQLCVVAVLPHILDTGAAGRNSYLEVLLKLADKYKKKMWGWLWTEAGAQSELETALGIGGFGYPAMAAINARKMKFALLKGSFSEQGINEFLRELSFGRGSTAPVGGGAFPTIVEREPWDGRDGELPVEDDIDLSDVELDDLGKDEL
# CASP6 VEID inh: inhibitors of human caspase-6; purified caspase-6, Z-VEID-R110 cleavage fluorescence; P55212; AID 686996; inhibition, % at 12.5 µM; 0.53% of 350,000 active;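 active = mean inhibition across replicates at least about 35%, with every replicate also reaching that limit, limit read from the data; inconclusive = only one of the two criteria met; inactive = neither criterion met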;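 also: 0% = median of neutral control wells and 100% = no fluorescence left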
# Target sequence (P55212 24-179 limits assumed): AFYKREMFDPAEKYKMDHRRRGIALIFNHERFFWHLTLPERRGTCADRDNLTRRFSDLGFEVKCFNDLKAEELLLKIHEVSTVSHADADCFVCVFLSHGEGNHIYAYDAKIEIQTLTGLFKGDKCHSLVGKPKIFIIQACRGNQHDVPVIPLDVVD
# Target sequence (P55212 194-293 limits assumed): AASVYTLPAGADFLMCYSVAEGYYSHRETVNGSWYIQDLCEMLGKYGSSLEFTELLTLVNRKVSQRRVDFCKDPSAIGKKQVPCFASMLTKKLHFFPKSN
# miR122 inh: miR-122 inhibition in Huh7 cells; Huh7 miR-122 Renilla luciferase sensor, 48 h; neutral wells = 0, positive control = 100; activation (reporter increase), % at 12.5 µM; 0.3% of 340,000 active; AID 602342;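 active = mean replicate activation score at least 90 and every replicate individually at or above 90; inconclusive = only one of the two criteria met; inactive = neither criterion met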;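 also: higher luciferase means less miR-122 activity so hits act as miR-122 inhibitors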
# Numbers without * were called inactive; ? = inconclusive; / = not tested or not shown; & = joins results of further samples; [ ] = dose if it differs, or a comment.
no.	molecule	ERp5 block	SIRT5 block	CASP6 VEID inh	miR122 inh	CFTR F508del cor	DENV2 CPE rescue	ERAP1 HTS inh
1	COc1ccc(CCNC(=O)/C=C/c2ccco2)cc1	1	-2	-2	-1	-2.5	2	-4
2	COc1ccc(N(CC(=O)NC2CCCCCC2)S(=O)(=O)c2c(C)nn(C)c2C)cc1	-8	3	-1	-7	/	/	3
3	CCc1nnc(NC(=O)c2cc(S(=O)(=O)N3CCOCC3)ccc2N2CCCCC2)s1	0	-1	18	6	-2.0	9	56*
4	C[C@@H]1CN([C@@H](C)CO)C(=O)c2cc(-c3cccc(F)c3)cnc2O[C@H]1CN(C)S(=O)(=O)c1cccc(F)c1	-2	2	-1	6[16.7 µM]	-1.3	5	0
5	C=CCSC1=N/C(=C\c2ccc(C(=O)O)cc2)C(=O)S1	-1	3	1	/	0.1	4	0
6	COc1ccc(S(=O)(=O)Nc2cccc3c2O[C@H](CN(C)Cc2ccc(C(F)(F)F)cc2)[C@H](C)CN([C@H](C)CO)C3=O)cc1	-1	6	1	8[16.7 µM]	-7.3	-2	1
7	O=C1N=C(N2CCOCC2)S/C1=C\c1cccnc1	3	/	-1	-9	2.5	0	1
8	O=C(Nc1ccc(F)cc1)N1CCCCN2[C@@H](CO)[C@@H](c3ccc(C#CC4CC4)cc3)[C@@H]2C1	4	-5	-1	-24[16.7 µM]	0.7	-24	-3
9	Cc1ccc(CN(C)C(=O)CN2C(=O)NC(c3ccccc3)(c3ccccc3)C2=O)c(C)c1	4	-5	0	/	3.3	-5	1
10	Cc1ccc(C(=O)N2CCCC(Nc3ccc(F)c(F)c3)C2)cn1 (stereo not given)	1	7	-3	/	2.4	-2	1
11	CCOc1ccccc1C(=O)N1CCN(c2ccc(C(F)(F)F)cn2)CC1	-2	-1	-1	16	-0.3	-5	12
12	COc1ccc(NC(=O)Nc2ccc3c(c2)C(=O)N([C@H](C)CO)C[C@@H](C)[C@H](CN(C)C(=O)Nc2ccc(OC)cc2)O3)cc1	-11	-5	-4	1[16.7 µM]	-0.1	2	0
13	C[C@H]1CN([C@@H](C)CO)C(=O)Cc2cc(N(C)C)ccc2O[C@@H]1CN(C)Cc1ccc(-c2ccccc2)cc1	-6	5	1	-2[16.7 µM]	-0.8	1	0
14	CCN(CCCNS(=O)(=O)c1ccc2c(c1)oc(=O)n2C)c1cccc(C)c1	1	/	2	42	-1.9	2	/
15	Cc1ccc(S(=O)(=O)Nc2ccc3c(c2)CC(=O)N([C@H](C)CO)C[C@@H](C)[C@H](CN(C)Cc2ccc(Cl)c(Cl)c2)O3)cc1	-9	-5	0	5[16.7 µM]	4.0	-14	-1
16	Cc1cc(C)cc(C(=O)NCC(=O)OC(C)C(=O)N(C)c2ccccc2)c1 (stereo not given)	2	-3	0	-19	-1.2	-3	3
17	COc1cccc(OCc2cc(C(=O)N(C)CCC3CCCCO3)no2)c1 (stereo not given)	-7	-3	0	-2	-0.6	39*	-3
18	CNC(=O)C[C@@H]1CC[C@H]2[C@@H](COC[C@@H](O)CN2C(=O)c2ccc3c(c2)OCO3)O1	4	0	0	-4[16.7 µM]	-0.9	-3	-3
19	CCc1c(C)c2ccc(OCC(=O)NCC3CCC(C(=O)O)CC3)c(C)c2oc1=O (stereo not given)	-3	-13	0	-2	0.1	-1	-29
20	C[C@H]1CN([C@@H](C)CO)C(=O)c2cc(NC(=O)Nc3ccc4c(c3)OCO4)ccc2O[C@H]1CN(C)Cc1ccc(-c2ccccc2)cc1	-9	-1	-1	-10[16.7 µM]	-1.4	5	-2
21	COc1ccc(S(=O)(=O)Nc2ccc3c(c2)CC(=O)N([C@H](C)CO)C[C@@H](C)[C@@H](CN(C)S(=O)(=O)c2cccs2)O3)cc1	1	0	-2	3[16.7 µM]	-0.3	14	-2
22	CS(=O)(=O)N1CCN(c2ccc(NC(=O)COc3ccccc3)cc2)CC1	-5	/	-3	-6	-1.2	2	-1
23	Nc1nc2ccc(C(=O)Nc3ccc(N4CCOCC4)cc3)cc2s1	-5	-4	1	2	4.2	-6	1
24	CC(=O)O/N=C1\C(=O)N(Cc2ccc(C)cc2)c2ccccc21	-3	-3	3	-10	-1.0	/	-1
25	CN(c1cccc(Cl)c1)S(=O)(=O)c1cccc(C(=O)Nc2ccc3c(c2)CCC3)c1	0	1	0	15	/	9	5
26	CC(C)NC(=O)Nc1ccc2c(c1)CC(=O)N([C@@H](C)CO)C[C@@H](C)[C@H](CN(C)S(=O)(=O)c1cn(C)cn1)O2	-3	-7	0	10[16.7 µM]	0.6	7	0
27	CC1CCCCC1N(C)C1CCN(C(=O)CNC(=O)/C=C/c2cccc(Cl)c2)CC1 (stereo not given)	4	-5	-5	-1	3.5	1	-5
28	Cc1ccc(NC(/C=C/N(C)C)=C/C(=O)C(F)(F)F)c(C)c1	9	-2	-3	-4	-0.2	15	3
29	CC(C)c1ccc(OCC(=O)NC2=NCCS2)cc1	3	-4	-1	-6	-0.2	-3	-1
30	C[C@H]1CCCCO[C@H](CN(C)C(=O)Cc2ccccc2)[C@@H](C)CN([C@@H](C)CO)C(=O)c2cc(NC(=O)c3ccncc3)ccc2O1	0	1	-1	10[16.7 µM]	-1.0	-3	-1

# 3 structures already listed, sorted by length of the SMILES, lowest first:
no.	molecule	ERp5 block	SIRT5 block	CASP6 VEID inh	miR122 inh	CFTR F508del cor	DENV2 CPE rescue	ERAP1 HTS inh
11	CCOc1ccccc1C(=O)N1CCN(c2ccc(C(F)(F)F)cn2)CC1	-2	-1	-1	16	-0.3	-5	12
19	CCc1c(C)c2ccc(OCC(=O)NCC3CCC(C(=O)O)CC3)c(C)c2oc1=O (stereo not given)	-3	-13	0	-2	0.1	-1	-29
6	COc1ccc(S(=O)(=O)Nc2cccc3c2O[C@H](CN(C)Cc2ccc(C(F)(F)F)cc2)[C@H](C)CN([C@H](C)CO)C3=O)cc1	-1	6	1	8[16.7 µM]	-7.3	-2	1

# Other records:
no.	molecule	ERp5 block	SIRT5 block	CASP6 VEID inh	miR122 inh	CFTR F508del cor	DENV2 CPE rescue	ERAP1 HTS inh
31	C=CCN(c1ccccc1)S(=O)(=O)c1cccc(C(=O)Nc2nnc(SCC)s2)c1	2	-4	1	/	/	1	7
32	COc1ccc(C(=O)CSc2nc(-c3ccccn3)nc(C)c2Cl)cc1	-6	-3	2	-3	0.0	-2	4
33	OC[C@H]1OC(O)[C@@H](O)[C@@H](O)[C@@H]1O (stereo not given in full)	2	4	-2	4	0.0	1	2
34	O=C(COC(=O)Cc1c[nH]c2ccccc12)Nc1ccccc1C(F)(F)F	-3	5	0	-5	-3.0	-1	-3
35	Cc1cc(OCC(=O)OCC(=O)Nc2cc(S(=O)(=O)N3CCOCC3)ccc2Cl)ccc1Cl	5	-8	0	/	0.3	16	0
36	CC(C)(O)c1cc2ccc(C#CCCN3C(=O)c4ccccc4C3=O)cc2c(=O)o1	1	-3	-5	-6	-3.3	4	0
37	Cc1ccc(S(=O)(=O)N(C)C)cc1NC(=O)COC(=O)Cc1n[nH]c(=O)c2ccccc12	4	-7	-4	-12	-0.9	1	2
38	C[C@@H]1CCC(=O)N(C[C@@H](C)CSc2ccccc2)CC1	2	0	-7	/	-0.6	-3	-3
39	COCCNC(=O)C[C@@H]1CC[C@@H]2[C@@H](COc3ccc(NC(=O)Nc4ccccc4)cc3C(=O)N2C)O1	-2	-4	-1	5[16.7 µM]	-1.2	0	1
40	COc1ccc(C(=O)N2C[C@@H]3[C@H](c4ccccc42)[C@H](CO)N3C(=O)NC(C)C)cc1	1	-4	1	0[16.7 µM]	-0.4	27*	-4
41	COc1cc(CN(C)Cc2cccc3ccccc23)cc([N+](=O)[O-])c1O	2	-2	-1	-1	-3.8	42*	0
42	CCn1c(O)c(/C=N/NC(=O)c2ccncc2)c(=O)n(CC)c1=S	1	-1	-4	/	3.8	3	16
43	CC(C)(C)c1ccc(-n2ncc3c2CCCC3NC(=O)CN2CCCC2=O)cc1 (stereo not given)	-5	-1	-1	/	-1.7	9	-5
44	COc1ccc(S(=O)(=O)N(C)C[C@H]2OCCCC[C@@H](C)Oc3ccc(NC(=O)NC(C)C)cc3C(=O)N([C@@H](C)CO)C[C@H]2C)cc1	1	5	3	-1[16.7 µM]	1.3	-6	-5
45	COc1ccccc1NS(=O)(=O)c1ccc(C(N)=O)cc1	0	-1	-1	/	3.7	-6	-1
46	CC(C)C(=O)Nc1ccc2c3c(cccc13)CC2	-5	19*	-2	-4	-2.9	-7	-1
47	CC(c1n[nH]c(=S)n1-c1ccc(Cl)cc1)N(C)C (stereo not given)	-1	/	-1	-4	-2.6	-7	-1
48	O=c1cc(-c2ccc(O)cc2)oc2c1ccc1ccccc12	0	4	2	/	-0.6	0	2
49	O=C(NCCc1ccccc1)[C@H]1N[C@H]2c3ccc(-c4ccccc4)c(=O)n3C[C@H]2[C@@H]1CO	3	-27	1	-3[16.7 µM]	1.4	-6	-1
50	CCN(CC)S(=O)(=O)c1ccc2[nH]c(=O)cc(C(=O)Nc3ccccc3N3CCOCC3)c2c1	8	0	3	/	0.0	10	2
51	CCCCOC(=O)Oc1ccc2c(=O)c(Oc3cccc(C)c3)coc2c1	5	1	-3	/	/	-3	-3
52	CN1c2ccc(C#Cc3cccnc3)cc2[C@@H]2[C@@H](CCN2S(=O)(=O)c2ccc(F)cc2)[C@H]1CO	5	2	-4	-3[16.7 µM]	4.2	4	1
53	CN(Cc1cn(Cc2cccc(C(F)(F)F)c2)nn1)C1CN(Cc2cn(Cc3cccc(C(F)(F)F)c3)nn2)S(=O)(=O)C1 (stereo not given)	1	-1	2	/	1.6	7	/
54	C[C@H](NC(=O)C[C@H]1CC[C@H](NC(=O)Cc2ccccn2)[C@@H](CO)O1)c1ccccc1	-3	-1	-1	-5[16.7 µM]	1.9	1	0
55	COc1cc(NC2=CC(=O)CC(C)(C)C2)cc(OC)c1	-6	3	0	-3	-2.0	-3	10
56	COc1ccc2c3c(n(C)c2c1)[C@H](CO)N(CC1CC1)CC31CN(C(C)=O)C1	/	0	/	/	-1.9	-6	/
57	O=C(NC(=S)Nc1ccc(S(=O)(=O)N2CCCC2)cc1)C1CC1	3	4	/	/	-0.1	/	-3
58	COc1ccc(NC(=O)N(C)C[C@@H]2Oc3c(NS(=O)(=O)c4ccc(OC)cc4)cccc3C(=O)N([C@@H](C)CO)C[C@H]2C)cc1	-1	-4	-3	-1[16.7 µM]	-3.8	-11	0
59	O=C(C1CC=CCC1)N1CCC(CO)(Cc2ccc(Cl)cc2)CC1 (stereo not given)	1	-1	1	0	-0.1	-1	/
60	CC(C)c1cc(C(C)C)c(S(=O)(=O)NC(c2ccccn2)C23CC2C3)c(C(C)C)c1 (stereo not given)	0	-9	-1	/	-0.6	1	/
61	Cc1cccc(NC(=O)CCCN2C(=O)C(c3ccccc3)Oc3cccnc32)c1C (stereo not given)	5	-3	-3	-6	0.9	?	-3
62	C[C@H](CO)N1C[C@H](C)[C@@H](CN(C)S(=O)(=O)c2ccc(F)cc2)OCc2cnnn2CCCC1=O	-3&-4	-5&1	-1&3	3	3.7&2.1&-2.7	2&14	-1
63	COc1ccc(S(=O)(=O)N2CCCCCC2)cc1C(=O)Nc1ccc(C)cn1	2	2	0	/	-1.3	-2	3

# Pulled one by one from the list above, four records:
no.	molecule	ERp5 block	SIRT5 block	CASP6 VEID inh	miR122 inh	CFTR F508del cor	DENV2 CPE rescue	ERAP1 HTS inh
13	C[C@H]1CN([C@@H](C)CO)C(=O)Cc2cc(N(C)C)ccc2O[C@@H]1CN(C)Cc1ccc(-c2ccccc2)cc1	-6	5	1	-2[16.7 µM]	-0.8	1	0
8	O=C(Nc1ccc(F)cc1)N1CCCCN2[C@@H](CO)[C@@H](c3ccc(C#CC4CC4)cc3)[C@@H]2C1	4	-5	-1	-24[16.7 µM]	0.7	-24	-3
7	O=C1N=C(N2CCOCC2)S/C1=C\c1cccnc1	3	/	-1	-9	2.5	0	1
29	CC(C)c1ccc(OCC(=O)NC2=NCCS2)cc1	3	-4	-1	-6	-0.2	-3	-1

# High-throughput results deposited in PubChem by Broad Institute.
